BL2 CD40 inh: CD40 pathway inhibition in BL2 cells; BL2 NF-kB luciferase reporter, CD40L-induced, 4 h; inhibition, % at 10 µM; 83,000 tested, 0.94% active; AID 1053188;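 active = mean inhibition of at least 50% with a set share of replicates also reaching that level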;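 also: 0% = neutral control wells and 100% = IKK inhibitor VII at 50 µM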
The depositor's hits bear a star; & = joins results of further samples; [ ] = remark or other dose. Only part of the results is shown; rates above refer to the full screens.

SMILES	BL2 CD40 inh
CCN1CCN(C(=O)c2cc(COc3ccc4ncccc4c3)on2)CC1	8
CN(C(=O)c1ccncc1)C1CCCN(Cc2ccccc2F)C1 (stereo unspecified)	8
O=S(=O)(Nc1ccc2c(c1)OCO2)c1ccc(Br)s1	-25
CN(CCCC1CCCC1)C(=O)CC1C(=O)NCCN1Cc1ccc(F)cc1 (stereo unspecified)	6
Cc1nnc(SCC2=C(C(=O)O)N3C(=O)C(NC(=O)COc4ccccc4)C3SC2)s1 (stereo unspecified)	-33
O=C(Nc1ccccc1C(=O)Nc1nncs1)c1ccccc1	11
CC(C)CC(=O)Nc1ccc(C(=O)COc2ccc(-c3nnco3)cc2)cc1	-7
CCCCn1nc(C(=O)N(C)CC(=O)Nc2cccc(F)c2)c2ccccc2c1=O	9
Cc1cccc(NC(=O)N[C@@H](C)C(=O)O)c1	21
Cc1ccc(S(=O)(=O)NC(=O)c2cc(C)n(CCCN3CCOCC3)c2C)cc1	-1
C[C@H](CO)N1C[C@H](C)[C@H](CN(C)Cc2ccncc2)Oc2ccc(NS(=O)(=O)c3ccc(F)cc3)cc2CC1=O	7[25 µM]
OC[C@H]1[C@@H](c2ccc(/C=C/c3ccccc3)cc2)[C@H]2CN(Cc3ccncc3)CCCCN21	-19[25 µM]
O=C(C[C@@H]1C=C[C@@H](NC(=O)NC2CCCC2)[C@H](CO)O1)NCc1ccc(F)cc1	-5
O=C(C[C@H]1CC[C@H]2[C@@H](COC[C@H](O)CN2Cc2ccc3c(c2)OCO3)O1)N1CCCCC1	1[25 µM]
CN1C(=O)c2cc(NC(=O)C3CC3)ccc2OC[C@@H]2O[C@H](CC(=O)O)CC[C@H]21	5
COc1cc2c(cc1OC)C(c1ccc3c(c1)OCO3)CC(=O)N2 (stereo unspecified)	-6
Cc1noc(C)c1NC(=O)Nc1ccc2c(c1)C(=O)N([C@H](C)CO)C[C@@H](C)[C@@H](CN(C)S(=O)(=O)c1ccc(F)cc1)OCCCC[C@@H](C)O2	13
C[C@H](CO)N1C[C@H](C)[C@H](CN(C)Cc2cncnc2)Oc2cc(-c3ccccc3)ccc2S1(=O)=O	1[25 µM]
N#CC1(NC(=O)CSc2nnc(C3CC3)n2N)CCCCC1	7
O=C(Cc1cccnc1)N1[C@@H](CO)[C@@H](c2ccccc2)[C@@H]1CNCC1CCC1	5[25 µM]
CS(=O)(=O)Nc1ccc2c(c1)[C@@H]1C[C@@H](CC(=O)NCc3cc(F)ccc3F)O[C@@H](CO)[C@@H]1O2	1[25 µM]
O=C(Cc1cccnc1)N1CC(=O)N2[C@H](CO)[C@H](c3ccc(/C=C/c4ccccc4)cc3)[C@@H]2C1	-8[25 µM]
Cc1ccc(S(=O)(=O)NCCC(=O)O)cc1	7
O=C(c1cnccn1)N1CC(=O)N2[C@H](CO)[C@H](c3ccc(C#CC4CC4)cc3)[C@H]2C1	-10[25 µM]
COc1ccc(S(=O)(=O)N2CCN(CC(O)CN3CCOCC3)CC2)cc1 (stereo unspecified)	14

Later entries.
SMILES	BL2 CD40 inh
CCCN1[C@@H]2Cn3c(ccc(-c4ccccc4)c3=O)[C@H]1[C@@H](C(=O)NCC)[C@@H]2CO	-9[25 µM]
CN(C)CC(=O)N1[C@@H](CO)[C@@H](c2ccccc2)C12CN(Cc1cccnc1)C2	-8[25 µM]
O=C(O)C(Cc1ccccc1)N1C(=O)CCC1=O (stereo unspecified)	1
CCC(=O)N1[C@H](C#N)[C@@H](c2ccccc2-c2cccc(C)c2)[C@H]1CO	-1[25 µM]
C#CCN(C)Cc1ccccc1	-5
C/C(=N/NC(=O)c1cnccn1)c1cccs1	-35
C/C=C/c1ccc([C@@H]2[C@H](CO)N(CC3CC3)C23CN(C(=O)c2ccc4c(c2)OCO4)C3)cc1	26[25 µM]
Cc1ccsc1/C=N/NC(=O)CNC(=O)c1ccco1	-3
Cc1ccc(CCN2C(=O)c3ccccc3C2C(=O)NCc2cccnc2)cc1 (stereo unspecified)	25
COc1ccc(S(=O)(=O)Nc2cccc3c2O[C@H](CN(C)C(=O)Nc2cccc4ccccc24)[C@H](C)CN([C@H](C)CO)C3=O)cc1	-16[25 µM]
CN1CCCN(Cc2nc(-c3cccc(C(F)(F)F)c3)no2)CC1	-15
CC(C)CC(=O)Nc1ccnn1C1CCN(C(=O)c2ccccc2F)CC1	-24
CN(c1ccc(C(=O)Nc2ccc3c(c2)OCO3)cc1)S(C)(=O)=O	-49
CCOC(=O)c1c(NC(=O)CCC(=O)O)sc2c1CCCCC2	1
CC(NC(=O)c1cccc(S(=O)(=O)N(C)c2ccccc2)c1)c1cccnc1 (stereo unspecified)	8
O=C(Cn1nc(C(=O)O)c2ccccc2c1=O)Nc1cccc(S(=O)(=O)N2CCCCCC2)c1	3
O=C(C[C@H]1C[C@@H]2c3cc(NC(=O)Nc4ccccc4)ccc3O[C@@H]2[C@H](CO)O1)NCc1ccccc1	-14[25 µM]
COc1ccc(C)cc1N1CC(C(=O)OCc2nc(N)nc(Nc3ccccc3C)n2)CC1=O (stereo unspecified)	1
COCCCNS(=O)(=O)c1ccc(SC)cc1	3
Cc1ccc(-n2ncc3c(Nc4cccc(C(=O)O)c4)ncnc32)cc1	-13
CCc1ccccc1N(CC(=O)OC)S(C)(=O)=O	5
CNC[C@H]1Oc2cc(C3=CCCC3)ccc2S(=O)(=O)N([C@H](C)CO)C[C@@H]1C	-2[25 µM]
CC(C)OCCCNC(=S)NNC(=O)c1ccc(Cl)c(Cl)c1	-22
COC(=O)c1c(C)oc2ccc(OC(=O)c3cccs3)cc12	5
CC(=O)NC1=CC(=C[N+](=O)[O-])C=C1O	1

Next part.
SMILES	BL2 CD40 inh
O=C(O)C[C@H]1CC[C@H]2[C@@H](COC[C@H](O)CN2S(=O)(=O)c2ccc(Oc3ccccc3)cc2)O1	-4[25 µM]
COc1ccc(S(=O)(=O)Nc2cc3c(C(C)=O)c(C)oc3c3ccccc23)cc1	1
CC(C)c1nnc(NC(=O)C2CCCO2)s1 (stereo unspecified)	-15
C/C(=N\N=C\c1ccccc1)c1nnn(-c2nonc2N)c1C	-6
C[C@@H]1CN([C@@H](C)CO)C(=O)c2ccccc2-c2ccccc2CO[C@H]1CN(C)S(=O)(=O)c1ccccc1	-8
COc1cccc(OCc2nc3c4cnn(-c5ccccc5)c4ncn3n2)c1	-6
CCS(=O)(=O)Nc1ccc2c(c1)C(=O)N(C)[C@@H]1CC[C@@H](CC(=O)NCc3ccc(OC)cc3)O[C@@H]1CO2	-16[25 µM]
CCN(C(=O)COC(=O)CNS(=O)(=O)c1ccc2ccccc2c1)C1CCCCC1	-3
N#C[C@H]1[C@H](c2ccccc2-c2cccc(F)c2)[C@@H](CO)N1C(=O)C1CCCC1	4
COc1ccc2c3c([nH]c2c1)[C@H](CO)N(C(=O)Nc1cccc(F)c1)CC31CCN(S(=O)(=O)c2cccc(C)c2)CC1	80*[25 µM]
CN1CCCN(S(=O)(=O)c2ccc(Cl)c(Cl)c2)CC1	15
COC(=O)C1CN(C(=O)COc2ccccc2)c2ccccc2O1 (stereo unspecified)	7
NS(=O)(=O)c1ccc(NC(=S)N2CCN(Cc3ccc4c(c3)OCO4)CC2)cc1	3
Cc1cc(O)c(N)c(C)c1Cl	-9
O=C(Nc1sc2c(c1C(=O)NCc1ccco1)CCCC2)c1ccc2c(c1)OCO2	-75
CN(C)S(=O)(=O)N1CCN(c2ccc([N+](=O)[O-])c(NC3CC3)c2)CC1	10
CC(C)Cc1cc(C(=O)O)n[nH]1	9
O=C(Cc1ccc(S(=O)(=O)N2CCOCC2)s1)Nc1ccc2c(c1)CCC2	-40
C[C@@H]1CCCCO[C@H](CN(C)Cc2ccc(C(F)(F)F)cc2)[C@H](C)CN([C@@H](C)CO)C(=O)c2cc(NC(=O)NC3CCCCC3)ccc2O1	10
C[C@@H]1CN([C@H](C)CO)C(=O)c2ccccc2-c2ccccc2CO[C@H]1CN(C)S(=O)(=O)c1ccc(F)cc1	-9
COc1ccccc1CC(=O)NNC(=O)c1cccs1	0
CN1C(=O)c2cc(NC(=O)C3CCCC3)ccc2OC[C@@H]2O[C@@H](CC(=O)NCc3ccccc3F)CC[C@@H]21	8
O=c1cc(/C=C/c2cccs2)[nH]c2ccccc12	-11
O=C1CC(c2ccco2)Cc2nc(NCC3CCCO3)ncc21 (stereo unspecified)	0
O=C(C[C@H]1C=C[C@H](NC(=O)Nc2ccccc2F)[C@H](CO)O1)NCc1ccc(-c2ccccc2)cc1	-7[25 µM]

More compounds.
SMILES	BL2 CD40 inh
CCn1ccnc1CN(C)Cc1c(C(=O)N2C[C@@H](C)O[C@@H](C)C2)nc2ccc(Cl)cn12	6
O=C(NC1CCCC1)C1CCN(C(=O)NCc2ccccc2)CC1	18
O=C(CN1CCN(S(=O)(=O)c2ccccc2)CC1)Nc1ccc(N2CCOCC2)cc1	8
COCCNCc1ccc(Cl)cc1Cl	5
CN(C(=O)c1cc(Cl)c2c(c1)OCCO2)c1c(N)n(Cc2ccccc2)c(=O)[nH]c1=O	-2
O=C(OCC(=O)N1CCN(c2ccccc2)CC1)c1ccc(Cl)nc1	5
O=C(C[C@H]1CC[C@H]2[C@@H](COC[C@@H](O)CN2C(=O)c2ccc3c(c2)OCO3)O1)NC1CCC1	-1[25 µM]
Cc1ccccc1NC(=O)CN1C(=O)CSc2ccc(S(=O)(=O)N3CCCC3)cc21	-3
O=C1CSc2ccc(C(=O)NCc3ccccn3)cc2N1	-8
O=C(N=C1SC2CS(=O)(=O)CC2N1CCc1ccccc1)C1CC1 (stereo unspecified)	0
Cc1cc(C)nc(-n2nc(C)cc2NC(=O)C(C)C)n1	17
CC(C)NC(=O)N1CCCCN2[C@H](C1)[C@H](c1ccc(Br)cc1)[C@@H]2CO	1[25 µM]
O=C(CN1CCN(c2ccccn2)CC1)Nc1ccccc1	0
COCc1cc(C)c2c(N)c(C#N)sc2n1	6
COC(=O)C1=NNC2C(=O)N(c3ccc(C)cc3)C(=O)C12 (stereo unspecified)	9
COc1cccc(-c2ccc(C3[C@@H]4CN(C(=O)C5CCCCC5)C[C@H]3N4)cc2)c1 (stereo partly specified)	-4&1[25 µM]
CCCn1nc(C(=O)NCCN2CCOCC2)c2ccccc2c1=O	-4
Cc1cccc(NC(=O)C2CCN(c3ncnc4c3nc3n4CCCCC3)CC2)n1	9
Oc1ccc(Cl)cc1C=NN1CCCCCC1	-33
CNC[C@H]1OCCCC[C@H](C)Oc2ccc(N)cc2C(=O)N([C@H](C)CO)C[C@@H]1C	-20[25 µM]
Cn1cnc(S(=O)(=O)N2CC[C@@H]3[C@H]2c2cc(C4=CCCCC4)ccc2N[C@@H]3CO)c1	-44[25 µM]
CO[C@@H]1CC[C@@H]2CCOc3ccc(C#N)cc3C(=O)N(C)C[C@H](c3ccccc3)CC(=O)N(C)C[C@H]1O2	10[25 µM]
COc1cccc(S(=O)(=O)Nc2ccc3c(c2)C(=O)N(C)[C@@H]2CC[C@H](CC(=O)NCC4CCCCC4)O[C@@H]2CO3)c1	20[25 µM]
Cc1ccc(C)c(NC(=O)CN(C)C(C)C(=O)N2CCCC2)c1 (stereo unspecified)	10
O=C(NCc1ccco1)c1ccc(C(=O)NCc2ccco2)cc1	-4

Of the compounds above, these contain a furan ring, fused or not:
SMILES	BL2 CD40 inh
Cc1ccsc1/C=N/NC(=O)CNC(=O)c1ccco1	-3
COC(=O)c1c(C)oc2ccc(OC(=O)c3cccs3)cc12	5
COc1ccc(S(=O)(=O)Nc2cc3c(C(C)=O)c(C)oc3c3ccccc23)cc1	1
O=C(Nc1sc2c(c1C(=O)NCc1ccco1)CCCC2)c1ccc2c(c1)OCO2	-75
O=C1CC(c2ccco2)Cc2nc(NCC3CCCO3)ncc21 (stereo unspecified)	0
O=C(NCc1ccco1)c1ccc(C(=O)NCc2ccco2)cc1	-4

(list continues)
SMILES	BL2 CD40 inh
COC(=O)c1c(NC(=O)COC(=O)CNC(=O)c2ccco2)sc(C)c1C	0
CCC(=O)N1[C@@H]2c3ccc(-c4ccccc4)c(=O)n3C[C@@H]2[C@@H](CO)[C@@H]1C(=O)N(C)C	-7[25 µM]
CCCCNc1nnc(SCC(=O)c2c(N)n(C3CC3)c(=O)[nH]c2=O)s1	5
CCOC(=O)C1=C(COC(=O)C2CC(=O)N(c3ccc(C)cc3)C2)NC(=O)NC1C (stereo unspecified)	-1
Cc1ccc(S(=O)(=O)NC2=NCN(CCN3CCOCC3)CN2)cc1	6
O=C(CCNC(=O)c1ccc(Cl)cc1)Nc1ccncc1	-11
Cc1ccc(S(=O)(=O)Nc2ccc3c(c2)C(=O)N(C)[C@@H]2CC[C@@H](CC(=O)NCCc4ccncc4)O[C@H]2CO3)cc1	-13[25 µM]
CCC1(C)Cc2c(sc3nc(SC)n(Cc4ccccc4)c(=O)c23)CO1 (stereo unspecified)	-37
C[C@H](CO)N1C[C@H](C)[C@H](CN(C)Cc2cccc3c2OCCCO3)OCc2cn(nn2)CCCC1=O	7[25 µM]

4 entries already listed, ordered by count of non-hydrogen atoms, lowest first:
SMILES	BL2 CD40 inh
Cc1ccc(S(=O)(=O)NC2=NCN(CCN3CCOCC3)CN2)cc1	6
CCCCNc1nnc(SCC(=O)c2c(N)n(C3CC3)c(=O)[nH]c2=O)s1	5
COC(=O)c1c(NC(=O)COC(=O)CNC(=O)c2ccco2)sc(C)c1C	0
Cc1ccc(S(=O)(=O)Nc2ccc3c(c2)C(=O)N(C)[C@@H]2CC[C@@H](CC(=O)NCCc4ccncc4)O[C@H]2CO3)cc1	-13[25 µM]
